SK-BR-3 tox 24h = SK-BR-3 proliferation inhibitors; SK-BR-3 viability, CellTiter-Glo ATP luminescence, 24 h; active compounds read low; 41,000 tested, 0.47% active; viability, % at 10 µM;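 active means viability at or below the median of all test compounds minus 3 SD, in both replicates if run twice, cut at about 45% in these data; inconclusive means duplicate replicates that disagree with each other; inactive means viability above that cutoff in every replicate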;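 further: 100% = median untreated cell wells and 0% = median positive control drug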
* = called active by the depositor; ? = inconclusive. This is a subset; count on the stated rates, not on these rows.

The opening 12 entries (preview)
SMILES	SK-BR-3 tox 24h
CC1(c2ccc(Cl)cc2Cl)OCC(Cn2ccnc2)O1 (stereo not drawn)	87
CCn1c(CSc2nc3ccccc3s2)nc2ccccc21	75
O=C(c1cc(-c2ccco2)on1)N1CCN(C(c2ccccc2)c2ccccc2)CC1	93
COC(=O)c1nnn(-c2nonc2N)c1CN1CCc2ccccc21	88
CCOc1ccc(C(=O)N2CCN=C2SC)cc1OCC	67
Nc1cc(C2CCCC2)nn1-c1ccccc1	89
CCN(CC)c1nc(Nc2ccccc2)nc(Oc2ccc(=O)[nH]n2)n1	87
CC(=O)Nc1ccc(NC(=O)Oc2ccccc2)cc1	101
OCc1nn2c(c1Br)NC(c1ccccc1)CC2C(F)(F)F (stereo not drawn)	85
O=C(Cc1cccs1)Nc1nc2c(s1)CCCC2	81
COc1ccc(C)cc1S(=O)(=O)N(CC(=O)O)c1ccccc1	93
Oc1c(C=Nc2cccnc2)sc2ccccc12	91

This part in full, repeating the preview:
SMILES	SK-BR-3 tox 24h
CC1(c2ccc(Cl)cc2Cl)OCC(Cn2ccnc2)O1 (stereo not drawn)	87
CCn1c(CSc2nc3ccccc3s2)nc2ccccc21	75
O=C(c1cc(-c2ccco2)on1)N1CCN(C(c2ccccc2)c2ccccc2)CC1	93
COC(=O)c1nnn(-c2nonc2N)c1CN1CCc2ccccc21	88
CCOc1ccc(C(=O)N2CCN=C2SC)cc1OCC	67
Nc1cc(C2CCCC2)nn1-c1ccccc1	89
CCN(CC)c1nc(Nc2ccccc2)nc(Oc2ccc(=O)[nH]n2)n1	87
CC(=O)Nc1ccc(NC(=O)Oc2ccccc2)cc1	101
OCc1nn2c(c1Br)NC(c1ccccc1)CC2C(F)(F)F (stereo not drawn)	85
O=C(Cc1cccs1)Nc1nc2c(s1)CCCC2	81
COc1ccc(C)cc1S(=O)(=O)N(CC(=O)O)c1ccccc1	93
Oc1c(C=Nc2cccnc2)sc2ccccc12	91
COc1ccccc1CNS(=O)(=O)c1ccc2[nH]cc(C(=O)O)c(=O)c2c1	96
CC(O)[C@H](NC(=O)C1(c2ccccc2)CCN(C(=O)OC(C)(C)C)CC1)C(=O)O (stereo partly drawn)	104
CCN1CCc2c(C#N)c(NCc3ccccc3)nc(N(CC)CC)c2C1	64
CC(C)(C)OC(=O)N1CCC(C(=O)N[C@H](Cc2ccccc2)C(=O)O)CC1	103
CCOc1ccc2nc(NCCNC(=O)CC)c(C#N)cc2c1	108
Cc1cc(Br)c(S(=O)(=O)NCCN2CCOCC2)cc1C	129
c1ccc(Cn2ccnc2-c2ccco2)cc1	92
CC(=O)Nc1cccc(NC(=O)Nc2ccc(C(C)=O)cc2)c1	78
COC(=O)C1=C(N)Oc2cc(C)n(CC3CCCO3)c(=O)c2C1c1ccccc1OC (stereo not drawn)	119
Cc1cc(C)nc(N2CCCC(C(=O)Nc3nc4ccc(S(C)(=O)=O)cc4s3)C2)n1 (stereo not drawn)	85
O=C(c1cccc2c1-c1ccccc1/C2=N/O)N1CCCCC1	88
COCc1[nH]nc2c1C(c1ccccc1OC)C(C#N)=C(N)O2 (stereo not drawn)	76
CCOC(=O)N1CCN(c2ncnc3c2oc2nc(C)c4c(c23)CC(C)(C)OC4)CC1	78
SMILES	SK-BR-3 tox 24h
O=S(=O)(NC1CCCCC1)c1ccc(Br)cc1	102
c1ccc(CCc2ccccc2-c2nc(-c3cccnc3)no2)cc1	87
Cc1ccc(S(=O)(=O)NCCSc2nnnn2-c2cc(C)ccc2C)cc1	96
CCCCNS(=O)(=O)c1ccc(OC)c2ncccc12	81
CN1CCN(CC(=O)Nc2nc(-c3ccccc3)cs2)CC1	82
CCOC(=O)c1cccc(S(=O)(=O)N(CCO)Cc2cc3cc(OC)ccc3[nH]c2=O)c1	88
CCCCSc1nc2c(cc1C#N)CCC2	91
Nn1c(-c2ccccn2)nnc1-c1ccccn1	98
Cc1ccc(-c2nc(=S)c3c(n2Cc2ccco2)CC(C)(C)OC3)cc1	77
ONC(=Nc1ccccc1)C(=Nc1ccccc1)NO	97
CC1=C(C)CC(C(=O)Nc2cccc(Cl)c2)C(C(=O)O)C1 (stereo not drawn)	95
CC1CN(c2nc3ccccc3nc2C(C#N)C(=O)OC2CCCCC2)CC(C)O1 (stereo not drawn)	98
O=C(NCCCN1CCCC1=O)c1nnc(Cc2c(F)cccc2Cl)o1	103
O=C(NC1CCCCC1)N(CCN1CCCC1)Cc1cc2cc3c(cc2[nH]c1=O)OCCO3	70
COc1ccc(CN2C(=O)[C@@H]3C(c4ccccc4Cl)=NO[C@@H]3C2=O)cc1	95
COc1cc2c(C(=O)N3CCN(c4ccccc4)CC3)c(C)oc2cc1Br	88
CCCNS(=O)(=O)c1ccc(OCC(=O)Nc2ccccc2F)cc1	94
CCOc1ccccc1Oc1coc2cc(OC(=O)c3ccco3)ccc2c1=O	99
COc1ccc(Cl)cc1NC(=O)NC(C)c1ccncc1 (stereo not drawn)	112
COC(=O)c1[nH]c(C)c(/C(O)=C2\C(=O)C(=O)N(CCN3CCOCC3)C2c2cccnc2)c1C (stereo not drawn)	83
COCC(=O)Nc1ccc(C(N)=O)cc1	108
CC(=O)c1c(C)nc(-c2ccc3c(c2)OCO3)n1O	76
CC(=O)c1cc(C#N)c(SCC(=O)C(C)(C)C)nc1C	87
COc1ccc(C(=O)N2CCN(c3nnnn3-c3ccccc3)CC2)cc1OC	94
COc1ccc(Nc2cc(C)nc(N3CCOCC3)n2)cc1	73
SMILES	SK-BR-3 tox 24h
COC(=O)C(C)Sc1nc2c(c(=O)[nH]c(=O)n2C)n1CCCc1ccccc1 (stereo not drawn)	67
COc1cc(-c2nnc(CSc3nnc4nc(C)cc(C)n34)o2)cc(OC)c1OC	88
Cc1nnc(C)c2c(C)n(Cc3ccc4c(c3)OCO4)c(C)c12	69
CC(C)=CC(=O)N1CCCc2ccccc21	94
O=C(CCN1CCCCC1)Nc1ccc(Br)cc1	89
CN1CCN(S(=O)(=O)c2ccc(NC(=O)C3CCCO3)cc2)CC1 (stereo not drawn)	87
O=C(NCc1ccco1)c1ccccc1NC(=O)C1CC(=O)N(c2ccc(Cl)cc2)C1 (stereo not drawn)	88
O=C(Oc1ccc(Cl)c2cccnc12)N1CCCCC1	82
CCOc1c(C)cc2[nH]c(CCC(=O)O)nc2c1C	89
O=C(COc1ccc(S(=O)(=O)N2CCc3ccccc32)cc1Cl)NCc1ccccn1	88
Cc1ccc(-n2c(C)cc(C(=O)OCC(=O)N(C)C3CCS(=O)(=O)C3)c2C)cc1 (stereo not drawn)	102
Cc1onc(-c2ccccc2)c1C(N)=O	95
Cc1ccc(S(=O)(=O)N2CCOCC(=O)NCCOCCNC(=O)COCC2)cc1	95
Cc1cc(CNC(=O)c2cc(Br)ccc2Cl)nn1C	92
O=C(Cn1c(C(=O)N2CCc3ccccc3C2)cc2sccc21)c1ccccc1	95
Cc1nnc(NC2CCCCC2)[nH]c1=O	84
C=C(C)c1cccc(C(C)(C)NC(=O)N2CCN(c3ncccn3)CC2)c1	96
O=C(Nc1ccc2c(c1)OCCO2)C1CCCN(S(=O)(=O)c2cccs2)C1 (stereo not drawn)	90
CCOc1nc(OCC)nc(-n2cc(-c3ccccc3)nn2)n1	72
Cc1nnc(NC(=O)c2ccc(S(=O)(=O)N3CCCCCC3)cc2)o1	89
COc1ccc(N2C(=O)CCC(C(=O)N3CCCCC3)C2c2ccc(OC)c(OC)c2)cc1 (stereo not drawn)	121
O=C(c1cn(-c2ccccc2)nc1-c1ccc(Cl)s1)N1CCOCC1	90
Cc1cc(NCCN2CCOCC2)n2nc(C)c(-c3ccc(Cl)cc3)c2n1	77
CCOC(=O)C(Cc1c[nH]c2ccccc12)NC(=O)c1ccco1 (stereo not drawn)	104
CCN1CCN(c2oc(COc3ccc(-c4ccccc4)cc3)nc2C#N)CC1	111

Three entries from above, field by field.
O=C(Nc1ccc2c(c1)OCCO2)C1CCCN(S(=O)(=O)c2cccs2)C1 (stereo not drawn)
  SK-BR-3 tox 24h: 90

CCOc1nc(OCC)nc(-n2cc(-c3ccccc3)nn2)n1
  SK-BR-3 tox 24h: 72

Cc1nnc(NC(=O)c2ccc(S(=O)(=O)N3CCCCCC3)cc2)o1
  SK-BR-3 tox 24h: 89

Next part.
SMILES	SK-BR-3 tox 24h
O=C(CN(C(=O)CCC(=O)Nc1nccs1)c1ccc(F)cc1)NCC1CCCO1 (stereo not drawn)	81
COCN(C#N)c1nc(OC)nc(OC)n1	96
CCCCC(CC)C(=O)Nc1ccc(Cl)cn1 (stereo not drawn)	100
O=C(Nc1ccccn1)c1cccc(S(=O)(=O)N2CCOCC2)c1	110
CCOC(=O)c1oc2c(O)c(O)ccc2c(=O)c1-c1nncn1-c1ccccc1	94
CCN1C(=O)CC(N2CCN(c3ccc(Cl)cc3)CC2)C1=O (stereo not drawn)	104
Cc1cc2c(cc1C)/C(=C\C(N)=O)NC(C)(C)C2	82
CCc1nnc(NC(=O)CSc2nnc(C)n2CC2CCCO2)s1 (stereo not drawn)	95
Cc1ccccc1N1CCN(Cc2cccc(C(=O)O)c2)CC1	103
COc1cc(-c2nnc(SCC(=O)Nc3cc(C)on3)n2C)cc(OC)c1O	86
Cn1cnc2cc(NS(=O)(=O)c3ccc(Br)cc3)ccc21	94
O=C(CSc1nc(-c2ccccc2)cc(=O)[nH]1)Nc1ccccn1	85
CCCCN(CC)C(=O)C1CCC(=O)N(c2ccc(OC)cc2)C1c1ccc(OC)c(OC)c1 (stereo not drawn)	100
Cc1cc(N2CCN(C(=O)c3ccco3)CC2)n2ncc(-c3ccccc3)c2n1	88
N#Cc1cccc(NC(=O)Nc2cccs2)c1	102
COc1cc2c(cc1OC)/C(=C/C#N)NC(C)(C)C2	111
Cc1ccc(C)c(NS(=O)(=O)c2cc(C(N)=O)ccc2C)c1	97
Cc1cc(C)cc(OCC(=O)N2CCCCCC2)c1	94
COc1ccc(C(c2nnnn2C2CCCC2)N2CCC(C)CC2)cc1 (stereo not drawn)	93
Cc1ccc(C)c(S(=O)(=O)N2CCC(c3nc4c(nnn4Cc4ccc(F)cc4)c(=O)[nH]3)CC2)c1	108
CCOc1ccccc1C(=O)Nc1ccccc1O	86
Cc1cc(C)nc(N2CCC(CNC(=O)CCc3ccccc3)CC2)n1	74
C[N+]1(CCOS(=O)C23CC4CC(CC(C4)C2)C3)CCOCC1 (stereo not drawn)	70
COC(=O)CSc1nnc(C2COc3ccccc3O2)n1-c1ccccc1 (stereo not drawn)	110
CCOC(=O)c1c(C)nc2c(C#N)cnn2c1C	84
SMILES	SK-BR-3 tox 24h
O=C(Nc1ncnc2c1CCC2)C12CC3CC(CC(C3)C1)C2	100
CC(C)(C)C1CCc2onc(C(=O)Nc3cnn(Cc4ccc(F)cc4)c3)c2C1 (stereo not drawn)	65
Cc1cccc(-c2nc(C#N)c(N3CCCCCC3)o2)c1	73
COc1ccc(C2C(CC(=O)O)=C(O)C(=O)N2c2ccccc2)cc1 (stereo not drawn)	108
NC(=O)CSc1nnc(C2CC2)n1Cc1ccccc1	112
Cc1cc(C)n2c(SCc3ccc(C#N)cc3)nnc2n1	124
C=CCNC(=O)C1CCN(S(=O)(=O)c2ccc(Br)cc2)CC1	75
Cn1cc(Cl)c(C(=O)NC2CCCCCC2)n1	85
Cc1cc(C)c2nc(SCCC#N)nc(C)c2c1	102
CCc1ccc(C(=O)N2CCCC2)s1	90
CCN(CC)c1ccc2c(Cl)c(Br)c(=O)oc2c1	?
